Screening results deposited in PubChem by National Center for Advancing Translational Sciences (NCATS).
PI5P4Ka inh = inhibitors of human PI5P4K alpha; P48426; PI5P4Kalpha enzyme, ADP-Glo luminescence, 60 min; active compounds read low; max response, %; actives 1.2% (n = 330,000); active = max response of -50% or lower; inconclusive = between -30% and -50%; inactive = -30% or higher; note: value at the top dose of about 77 µM; % is set by controls: 0 for no effect and ±100 for the full control effect
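Single end-point luminescence (ADP-Glo) quantified ADP from PI5P4Kalpha turnover; ATP 5 microM final, 1 h at RT, 0.1% CHAPS and 0.28 mM EGTA in HEPES pH 7.4.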
WRN helicase inh = blocks human WRN helicase; Q14191; WRN helicase unwinding, fluorescent forked duplex, kinetic; Potency, µM (highest dose often 114 µM), inactives show at the top dose activity change, negative = inhibition, most hits filed as inhibitors; actives 0.46% (n = 360,000); AID 651768; note: potency is the fitted concentration of half-maximal effect; % is set by controls: 0 for no effect and ±100 for the full control effect; nearly all actives have a fitted effect of over 55% in size
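Primary qHTS, 1536-well format. 20 nM WRN + compound, 15 min RT; start with 100 nM forked fluorophore/quencher duplex, 2 mM ATP (final); kinetic read ex 525/em 598 nm.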
EPAC1 antag = antagonists of human EPAC1; O95398; actives 0.14% (n = 360,000); EPAC1 GEF assay, Rap1b-BODIPY-GDP exchange fluorescence; Potency, µM (doses to about 115 µM), for inactives: at the top dose activity change, negative = inhibition, most hits filed as inhibitors; AID 720709;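 note: potency is the fitted concentration of half-maximal effect; plate controls were vehicle for no effect and positive control for full effect; nearly all actives have a fitted effect of over 50% in size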
Target sequence (O95398 whole entry, looked up): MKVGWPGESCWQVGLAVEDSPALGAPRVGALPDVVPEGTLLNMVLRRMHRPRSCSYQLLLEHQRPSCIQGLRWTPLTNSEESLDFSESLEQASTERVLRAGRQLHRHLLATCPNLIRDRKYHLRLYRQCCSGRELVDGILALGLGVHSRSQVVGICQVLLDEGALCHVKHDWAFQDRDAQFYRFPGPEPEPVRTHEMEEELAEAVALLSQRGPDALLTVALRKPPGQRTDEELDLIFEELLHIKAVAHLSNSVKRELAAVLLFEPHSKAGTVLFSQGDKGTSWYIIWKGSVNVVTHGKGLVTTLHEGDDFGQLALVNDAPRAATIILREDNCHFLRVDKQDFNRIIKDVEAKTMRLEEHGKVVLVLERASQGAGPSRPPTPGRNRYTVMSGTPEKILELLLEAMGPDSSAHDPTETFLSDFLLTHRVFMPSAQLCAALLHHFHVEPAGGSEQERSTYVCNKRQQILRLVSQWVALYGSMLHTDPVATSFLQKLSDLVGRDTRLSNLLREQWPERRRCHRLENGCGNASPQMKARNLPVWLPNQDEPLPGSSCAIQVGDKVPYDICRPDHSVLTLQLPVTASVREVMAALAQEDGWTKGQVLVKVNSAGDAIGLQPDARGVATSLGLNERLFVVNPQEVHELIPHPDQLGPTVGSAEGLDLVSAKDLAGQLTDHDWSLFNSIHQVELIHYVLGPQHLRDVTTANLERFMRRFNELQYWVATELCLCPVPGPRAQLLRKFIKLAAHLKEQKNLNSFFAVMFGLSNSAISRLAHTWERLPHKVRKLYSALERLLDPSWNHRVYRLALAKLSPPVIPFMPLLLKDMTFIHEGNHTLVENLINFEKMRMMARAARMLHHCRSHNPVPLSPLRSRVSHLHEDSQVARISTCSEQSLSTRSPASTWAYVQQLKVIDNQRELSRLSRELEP
FUS suppressor = FUS proteinopathy suppression in yeast; S. cerevisiae FUS-expressing, growth rescue, OD600, 24 h; Potency, µM (highest dose often 76.6 µM), without a hit: top-dose growth rescue (activation), usual class: activators; actives 0.24% (n = 390,000);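 note: potency is the fitted concentration of half-maximal effect; plate controls were DMSO vehicle for no effect and reference control for full effect; nearly all actives have a fitted effect of over 55% in size; some results filed as inactive show a strong effect at the top dose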
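Compound concentration series was pinned onto galactose-induced FUS-expressing yeast seeded at OD 0.005. Plates sat 24hr at 30C; absorbance at 600 nm gave growth. DMSO served as background control.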
IL-2 act = activators of IL-2; IL-2 activation reporter assay, cell-based qHTS; stimulated with anti-CD3/CD4/CD28 beads; in transgenic mouse T cells; activation, % (series mostly up to about 46 µM); actives 0.065% (n = 360,000); in the data active = activation above about 50%; inconclusive = mostly about 30% to 49%; note: 0% is about no effect
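First, unstimulated transgenic mouse T cells were exposed to compound for 60 min. Next, anti-CD3/anti-CD4-coated beads with anti-CD28 were added. Finally, after 18 h at 37 degrees C, EGFP and DsRed were imaged.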
EPAC1 ag = activates human EPAC1 exchange factor; actives 0.073% (n = 360,000); EPAC1 agonist qHTS, biochemical assay; response scale: 100% = response to 6.5 mM cAMP; AID 720707; Potency, µM (top dose mostly 154 µM), without a hit: at the highest dose activation, actives largely listed as activators; note: potency is the fitted concentration of half-maximal effect; nearly all actives have a fitted effect of over 60% in size
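Normalized to 6.5 mM cAMP, activity reflects EPAC1-catalysed release of BODIPY-GDP from Rap1B, followed kinetically over 30 min at 480 nm excitation, 540 nm emission. Reaction contained 100 nM EPAC1, 250 nM Rap1B-BODIPY-GDP, 50 uM GDP.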
Abeta yeast res = A-beta toxicity reversal in yeast; yeast expressing A-beta42, growth rescue, OD600, 48 h; response scale: 0% DMSO, 100% iron-clioquinol control; Potency, µM (doses to about 46.1 µM), without a hit: top-dose growth rescue, usual class: activators; actives 0.063% (n = 410,000); AID 1347071; note: potency is the fitted concentration of half-maximal effect; nearly all actives have a fitted effect of over 55% in size
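Yeast A-beta toxicity model in growth medium with pinned compounds, 48 h at 30 C; growth read as absorbance at 600 nm. Normalized to FeCl3/clioquinol equimolar mix (positive) and DMSO (negative).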
PLK1 PBD block = PLK1 (human) polo-box domain binding inhibition. Plk1 PBD binding of FITC phosphopeptide, fluorescence polarization. Potency, µM, inactives show max response, negative = inhibition, most hits filed as inhibitors. actives 2.8% (n = 360,000). AID 720504; note: potency is the fitted concentration of half-maximal effect; series mostly up to about 57 µM; % is set by controls: 0 for no effect and ±100 for the full control effect; nearly all actives have a fitted effect of over 65% in size
Starred values were filed as active, the others as inactive; ? = inconclusive; . = not tested or not shown; [ ] = another dose, or the depositor's remark. Unless noted, calls come from the whole dose curve; as a rule, active = well fitted curve in the direction sought with a large enough effect; inconclusive = small, poorly fitted or top-dose-only effect, or another doubt; inactive = no such curve, though single readings can be large; an effect the other way counts as inactive or inconclusive.

entry	Molecule	PI5P4Ka inh	WRN helicase inh	EPAC1 antag	FUS suppressor	IL-2 act	EPAC1 ag	Abeta yeast res	PLK1 PBD block
1	O=C(NCc1cccnc1)/C(=C/c1ccco1)NC(=O)c1ccccc1	3	0%	-8%	21%	-2.5	-3%	-5%	-11%
2	CCCC(=O)Nc1cccc(NC(=O)CN2CCN(c3ccccc3OC)CC2)c1	-3	11%	-6%	.	-1.6	-2%	1%	-6%
3	C=CCOc1ccc(C(=O)Nc2ccc(OCC)cc2)cc1	3	-5%	2%	0%	-1.2	-2%	-11%	2%
4	O=C1Nc2cc(C(=O)NCC3CCCO3)ccc2S/C1=C/c1ccccc1F (stereo not drawn)	2	-8%	-9%	-2%	-0.2	7%	-14%	3%
5	CCNc1nc(NCC)n2c(SCC(=O)Nc3ccc(OC(F)F)cc3)nnc2n1	-25	-15%[11.6 µM]	-21%	11%	-1.5	0%	21%	-9%
6	C(=N\Nc1nc2ccccc2[nH]1)/c1ccc2c(c1)OCCO2	-11	-5%	-4%	26%	1.8	-6%	-12%	-10%
7	Cc1ccc(S(=O)(=O)N2CC3(C)CN(S(=O)(=O)c4ccc(C)cc4)CC(C)(C2)C3)cc1	.	-3%	5%	-1%	-0.4	-2%	0%	-2%
8	O=c1[nH]c2ccc(Br)cc2c(-c2ccccc2)c1CN1CCOCC1	?	-2%	-11%	22%	-1.9	-5%	2%	?
9	O=C(COC(=O)c1cc[n+]([O-])cc1)Nc1cc([N+](=O)[O-])ccc1Cl	-6	-4%	11%	13%	-1.3	-5%	8%	-16%
10	Cc1cccnc1NC1CCCCC1	-7	6%	-3%	-1%	1.2	-4%	-15%	-11%
11	COC(=O)Nc1sc(C(=O)N(C)C)c(C)c1C(=O)OC	3	0%	-26%	-4%	0.2	3%	15%	-15%
12	COCc1ccc(CN2CCC(C(=O)Nc3cccc(-c4cscn4)c3)CC2)o1	0	0%	?	27%	0.6	2%	8%	-8%
13	COc1ccccc1C(=O)COC(=O)Cn1[nH]c(=O)c2ccccc2c1=O	6	9%	-1%	-13%	-0.7	-14%	-16%	-2%
14	Cc1cnc(NC(=O)CSc2nnc(Cc3ccccc3)n2C)s1	.	-3%	14%	-12%	4.0	-1%	6%	-2%
15	Cn1c(SCc2cc([N+](=O)[O-])cc3c2OCOC3)nnc1-c1ccccn1	-6	0%	21%	-4%	2.2	5%	-2%	-26%

A draw from above in order of molar mass, falling:
entry	Molecule	PI5P4Ka inh	WRN helicase inh	EPAC1 antag	FUS suppressor	IL-2 act	EPAC1 ag	Abeta yeast res	PLK1 PBD block
7	Cc1ccc(S(=O)(=O)N2CC3(C)CN(S(=O)(=O)c4ccc(C)cc4)CC(C)(C2)C3)cc1	.	-3%	5%	-1%	-0.4	-2%	0%	-2%
15	Cn1c(SCc2cc([N+](=O)[O-])cc3c2OCOC3)nnc1-c1ccccn1	-6	0%	21%	-4%	2.2	5%	-2%	-26%
3	C=CCOc1ccc(C(=O)Nc2ccc(OCC)cc2)cc1	3	-5%	2%	0%	-1.2	-2%	-11%	2%
6	C(=N\Nc1nc2ccccc2[nH]1)/c1ccc2c(c1)OCCO2	-11	-5%	-4%	26%	1.8	-6%	-12%	-10%
10	Cc1cccnc1NC1CCCCC1	-7	6%	-3%	-1%	1.2	-4%	-15%	-11%

Returning to the listing; the 4 compounds before the break are reprinted first.
entry	Molecule	PI5P4Ka inh	WRN helicase inh	EPAC1 antag	FUS suppressor	IL-2 act	EPAC1 ag	Abeta yeast res	PLK1 PBD block
12	COCc1ccc(CN2CCC(C(=O)Nc3cccc(-c4cscn4)c3)CC2)o1	0	0%	?	27%	0.6	2%	8%	-8%
13	COc1ccccc1C(=O)COC(=O)Cn1[nH]c(=O)c2ccccc2c1=O	6	9%	-1%	-13%	-0.7	-14%	-16%	-2%
14	Cc1cnc(NC(=O)CSc2nnc(Cc3ccccc3)n2C)s1	.	-3%	14%	-12%	4.0	-1%	6%	-2%
15	Cn1c(SCc2cc([N+](=O)[O-])cc3c2OCOC3)nnc1-c1ccccn1	-6	0%	21%	-4%	2.2	5%	-2%	-26%
16	COc1ccc(-c2ccc(OC)cc2)cc1	-4	-10%	10%	0%	-1.1	-1%	-2%	2%
17	Cc1c(Br)cnn1C(C)C(=O)N1CCN(c2ccc(F)cc2)CC1 (stereo not drawn)	8	-13%	9%	.	13	1%	-1%	-13%
18	Cc1nc(Sc2ccccc2)c(C#N)cc1-c1ccccc1	.	-5%	5%	3%	7.2	7%	21%	0%
19	COc1ccc(CCNC(=O)c2cc(-c3ccccc3)c(N3CCOCC3)s2)c(OC)c1OC	3	-5%	2%	?	-0.1	4%	7%	5%
20	CCCCCNC(=O)c1cc(S(=O)(=O)N2CCCC2)ccc1F	-4	-9%	-5%	.	-3.2	8%	25%	0%
21	CCN(Cc1ccccc1)C(=O)COC(=O)c1cnc(C)cn1	3	11%	2%	-38%	1.1	0%	9%	-3%
22	Cc1cc(N2CCCC2=O)cc(C)c1S(=O)(=O)NCCOc1ccccc1	.	-1%[57.1 µM]	-2%	0%	-2.7	-3%	13%	2%
23	Cc1cccc(C)c1OCC(O)CNC(C)(C)C (stereo not drawn)	3	5%	15%	7%	-2.6	4%	5%	-4%
24	CCCC[C@@H](CNC)NC[C@H](Cc1ccc(O)cc1)NCCc1ccc(OCC)cc1	-3	1%	-7%	-16%	-0.2	5%	-6%	-2%
25	COc1cccc(C(=O)N2c3ccccc3Sc3ccccc32)c1	1	-10%[57.1 µM]	16%	22%	-0.8	17%	-11%	8%
26	CN(C(=O)COc1ccc(C(C)(C)C)cc1)C1CCS(=O)(=O)C1 (stereo not drawn)	.	1%	3%	0%	1.2	-5%	15%	-3%
27	CC(C)(C)C1CCc2c(C(=O)N/N=C/c3cccs3)csc2C1 (stereo not drawn)	.	-9%	-2%	49%	3.0	9%	-6%	-1%
28	CCOC(=O)N1CCN(c2ccc([N+](=O)[O-])cc2)CC1	-2	-13%	0%	.	-0.4	-2%	4%	-3%
29	CC(C)Nc1c([N+](=O)[O-])c(=O)oc2ccccc12	9	7%	4%	11%	1.4	-3%	-9%	2%
30	CCOC(=O)c1c(C)n(C)c2ccc(OC)c(NC(=O)CCN3CCSCC3)c12	.	1%	4%	28%	-3.8	6%	-2%	-6%
31	COc1cc(NC(=O)c2cccc3c(-c4cccnc4)coc23)cc(OC)c1OC	-11	10%	-24%	38%	-1.0	-2%	-5%	-10%
32	CCN(c1ccccc1)S(=O)(=O)c1ccc(Cl)c(C(=O)NC2CCN(Cc3ccccc3)CC2)c1	6	-2%	8%	2%	-3.1	8%	-1%	-3%
33	O=C(c1cccc(N2C(=O)C3CC=CCC3C2=O)c1)N1CCN(c2ccccc2)CC1 (stereo not drawn)	.	9%	6%	?	-4.0	6%	-2%	-3%
34	Cc1ccc(-n2nc(C)c3c2OC(N)=C(C#N)C3c2ccco2)cc1 (stereo not drawn)	-14	-7%	7%	6%	0.0	3%	-10%	?
35	O=C(c1cccc(Cl)c1)C1CCCN(Cc2ccc(N3CCNC3=O)cc2)C1 (stereo not drawn)	10	-2%	-5%	6%	-1.1	-2%	-10%	-4%
36	Cc1ccc(/C=C/C(=O)O)cc1S(=O)(=O)Nc1ccc2c(c1)OCO2	-26	5%	12%	1%	0.5	-3%	-9%	-3%
37	O=C(NCc1c(Cl)cccc1Cl)c1[nH]c(C(F)(F)F)nc1-c1ccccc1	7	-12%	-17%	-4%	-0.4	5%	17%	2%
38	COc1cccc(CN2CCC(C(=O)Nc3ccc(Oc4cccnc4)cc3)CC2)c1	1	-7%	-1%	.	-4.4	4%	-6%	-7%
39	CCCC(=O)NC(=S)N1CCN(c2ccc([N+](=O)[O-])cc2)CC1	-7	7%	11%	-21%	4.2	4%	7%	-6%
40	COC(=O)C1=C(C)N2C(=O)CSC2=NC1c1ccc2c(c1)OCO2 (stereo not drawn)	4	-8%	-22%	.	3.2	-2%	6%	3%
41	Nc1nnc(CSCc2ccccc2)s1	-6	11%	-14%	-21%	0.4	18%	-1%	-10%
42	CCc1cc2ccc(OC)cc2nc1SCC(=O)N1CCN(C(=O)c2ccco2)CC1	1	-1%	-1%	29%	-1.2	5%	4%	-10%
43	O=C(Oc1c(Br)cc(C(=S)N2CCOCC2)cc1Br)c1ccc(Cl)cc1	8	-30%	-23%	37%	0.3	8%	-6%	6.7µM*
44	COc1ccccc1C1CN=NC12CCCc1ccccc1C2=O (stereo not drawn)	5	-3%	11%	25%	-3.3	10%	-28%	1%
45	CC(C)(CN1CCc2ccccc2C1)NS(=O)(=O)c1ccc(Cl)cc1	11	-19%	-20%	14%	-1.2	7%	7%	-4%
46	Cc1cnc(C(=O)Oc2cccc(Cl)c2Cl)cn1	1	-32%	-1%	-9%	-1.3	5%	-46%[inhibitor]	?
47	COc1cc(-c2nc(-c3ccccn3)no2)cc(OC)c1OC	.	-5%	3%	0%	0.8	9%	7%	-6%
48	CCC(NC(=O)NCc1cccnc1)(C(F)(F)F)C(F)(F)F	6	-7%[57.1 µM]	8%	-22%	-0.6	-23%	22%	0%
49	COc1ccc(Cn2nnnc2C(c2ccc(C)cc2)N2CCN(C3CCCC3)CC2)cc1 (stereo not drawn)	1	-3%	4%	-9%	-3.4	-3%	30%	3%
50	Cc1nccn1-c1c2c(c(C#N)c3nc4ccccc4n13)CCC2	-16	-29%	-11%	.	-5.9	3%	-25%	-16%
51	Cc1sc2ncnc(OCC(=O)NC3CCS(=O)(=O)C3)c2c1C (stereo not drawn)	1	-1%	-17%	7%	3.0	-7%	-10%	-7%
52	CCOc1ccc(S(=O)(=O)N2CCN(C)CC2)c(C)c1C	-7	-20%[57.1 µM]	0%	-18%	-3.0	-1%	25%	-13%
